APEX1 inh: inhibitors of human APE1 endonuclease | P27695 | recombinant APE1, TAMRA/BHQ-2 abasic DNA cleavage fluorescence | Potency, µM (titrated, usually from 65.8 µM), for the others: at the highest dose activity change, negative = inhibition, hits mostly inhibitors | actives 0.35% (n = 350,000);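 also: potency is read from the fitted curve at half-maximal effect; plate controls were vehicle for no effect and reference inhibitor for full effect; nearly all actives have a fitted effect of over 55% in size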
Target sequence (P27695 whole entry, looked up): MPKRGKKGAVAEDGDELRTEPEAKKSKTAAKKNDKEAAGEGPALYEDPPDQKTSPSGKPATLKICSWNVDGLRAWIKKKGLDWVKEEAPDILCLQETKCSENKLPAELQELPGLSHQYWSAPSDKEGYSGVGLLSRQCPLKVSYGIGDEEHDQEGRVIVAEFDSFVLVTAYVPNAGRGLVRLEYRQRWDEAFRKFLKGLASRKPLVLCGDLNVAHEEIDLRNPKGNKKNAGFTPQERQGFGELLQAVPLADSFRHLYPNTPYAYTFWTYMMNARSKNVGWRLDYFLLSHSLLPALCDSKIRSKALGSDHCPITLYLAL
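Readout is kinetic fluorescence (ex 525, em 598 nm) from cleavage of 50 nM TAMRA/BHQ-2 THF abasic duplex by 0.75 nM APE1, compound added 15 min beforehand at RT.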
ERG Ets-DNA blk: ERG Ets/DNA interaction inhibition; fluorescence polarization, His-ERG Ets domain / labelled DNA; actives 0.028% (n = 370,000); Potency, µM (highest dose often 76.9 µM), for the others: at the top dose FP activity, negative = inhibition, most hits filed as inhibitors; P11308; active = well fitted inhibition curve with a large enough effect in the polarisation, with a control signal flat; inconclusive = small, poorly fitted or top-dose-only effect, or effect the other way, or a change in a side signal; inactive = no such curve, though single readings can be large or run the other way; the % refers to the polarisation;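 also: polarization taken with two DNA probes labelled with fluorescein and Texas red; potency is read from the fitted curve at half-maximal effect; % of control where 0% means no effect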
Target sequence (P11308 whole entry, looked up, the tested form may be a part): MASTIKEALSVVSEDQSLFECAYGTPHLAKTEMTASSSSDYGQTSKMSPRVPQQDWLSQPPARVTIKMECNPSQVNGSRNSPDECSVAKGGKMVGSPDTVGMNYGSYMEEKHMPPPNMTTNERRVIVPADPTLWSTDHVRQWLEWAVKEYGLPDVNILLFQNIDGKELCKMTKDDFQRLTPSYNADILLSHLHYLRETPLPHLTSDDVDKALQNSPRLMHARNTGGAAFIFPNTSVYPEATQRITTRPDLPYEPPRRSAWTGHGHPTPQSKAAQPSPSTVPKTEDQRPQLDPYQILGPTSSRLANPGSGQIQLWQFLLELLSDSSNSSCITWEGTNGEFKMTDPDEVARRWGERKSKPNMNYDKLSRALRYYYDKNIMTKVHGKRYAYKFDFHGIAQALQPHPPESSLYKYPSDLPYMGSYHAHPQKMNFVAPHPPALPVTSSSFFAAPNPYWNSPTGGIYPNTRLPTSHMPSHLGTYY
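His-tagged ERG Ets domain (1 uM in the protein solution; 300mM KCl, 50mM Tris-HCl, 1mM EDTA, 1mM DTT, pH 7.5) received compound, then a probe mix of 5 nM fluorescein-DNA and 100nM Texas-615-DNA. Fluorescence polarization was read for both dyes.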
Pol kappa inh: DNA polymerase kappa (human) inhibition. Q9UBT6. purified Pol kappa, fluorescent DNA synthesis assay, 10 min. Potency, µM (top dose mostly 107 µM), inactives show top-dose activity, negative = inhibition, actives largely listed as inhibitors. actives 0.53% (n = 400,000). AID 588579; also: potency is read from the fitted curve at half-maximal effect; % is scaled to controls: 0 for no effect and ±100 for the full control effect
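50 nM final substrate added after 15 min RT preincubation of 10 nM Pol kappa with compound; fluorescence read at 0 and 10 min.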
RGS4 inhibitor: blocks human RGS4-accelerated GTP hydrolysis; actives 0.039% (n = 390,000); P49798; Potency, µM (doses to about 114 µM), inactives show top-dose activity change, negative = inhibition, usual class: inhibitors; Transcreener GDP fluorescence polarization, RGS4-accelerated GTP hydrolysis; AID 504845; also: potency is read from the fitted curve at half-maximal effect; % is scaled to controls: 0 for no effect and ±100 for the full control effect; nearly all actives have a fitted effect of over 75% in size; some results filed as inactive show a strong effect at the top dose
Target sequence (P49798 whole entry, looked up): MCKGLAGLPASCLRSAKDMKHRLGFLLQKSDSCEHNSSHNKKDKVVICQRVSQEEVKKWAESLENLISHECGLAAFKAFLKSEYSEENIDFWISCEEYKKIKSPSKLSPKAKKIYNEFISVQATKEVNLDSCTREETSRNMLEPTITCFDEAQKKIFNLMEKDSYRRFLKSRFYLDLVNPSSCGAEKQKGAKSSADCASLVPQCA
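MLSMR compounds (23 nl, pin-transferred) preincubated 10 min at room temperature with a 500nM (2x) first reagent, then RGS4 at 900nM (2x) plus Transcreener GDP mix added; fluorescence polarization (620/688 nm) read before and after 90 min at 30 °C.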
ALOX12 inh: blocks human arachidonate 12S-lipoxygenase; P18054; purified 12hLO, xylenol orange hydroperoxide absorbance; Potency, µM (titrated, usually from 108 µM), without a hit: top-dose activity change, negative = inhibition, hits mostly inhibitors; actives 1.1% (n = 580,000); also: potency is read from the fitted curve at half-maximal effect; % is scaled to controls: 0 for no effect and ±100 for the full control effect
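Purified human 12hLO at 150 nM in 25 mM Hepes, 0.01% Triton X-100, pH 7.0, preincubated 15 min at room temperature with compound. Reaction started with 40 uM arachidonic acid, 30 min at room temperature. Hydroperoxide measured by Fe-xylenol orange, 573/405 nm absorbance ratio.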
POLB inh: inhibitors of human DNA polymerase beta; Pol beta primer extension/strand displacement, fluorescence kinetic; actives 1.3% (n = 340,000); Potency, µM (series often up to 114 µM), for inactives: top-dose activity change, negative = inhibition, hits mostly inhibitors; also: potency is read from the fitted curve at half-maximal effect; % is scaled to controls: 0 for no effect and ±100 for the full control effect
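Preincubation: enzyme (10 nM) with compound, 15 min, RT. Reaction: substrate added to 50 nM final. Reads: 0 and 10 min. Analysis: normalized, Hill fit.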
POLH inh: blocks human DNA polymerase eta activity. Q9Y253. recombinant Pol eta, fluorescent DNA replication assay. Potency, µM (series often up to 114 µM), for the others: at the highest dose activity change, negative = inhibition, hits mostly inhibitors. actives 1.2% (n = 390,000). AID 588591; also: potency is read from the fitted curve at half-maximal effect; % is scaled to controls: 0 for no effect and ±100 for the full control effect
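Pol eta (10 nM) was preincubated with compounds for 15 min at room temperature, after which fluorescent replication substrate (50 nM final) was added to start the reaction. Fluorescence was read kinetically at 0 and 10 min.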
Anesthetic bind: binds horse apoferritin like a general anesthetic; apoferritin/1-aminoanthracene competitive binding, fluorescence; actives 0.074% (n = 350,000); Potency, µM (doses to about 77.5 µM), for inactives: top-dose activity change, negative = displacement, hits mostly inhibitors; also: potency is read from the fitted curve at half-maximal effect; % is scaled to controls: 0 for no effect and ±100 for the full control effect; nearly all actives have a fitted effect of over 20% in size
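Probe: 1-aminoanthracene (50% saturated, PBS). Protein: horse-spleen apoferritin, 10 uM. Incubation: 10 min, room temperature. Detection: 380 nm excitation, 535 nm emission. Analysis: normalized response, four-parameter Hill.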
LDHA block: blocks human lactate dehydrogenase A; P00338; purified LDHA, NADH/diaphorase-resazurin fluorescence; hits give low values; activity change, % (values are at about 110 or 230 µM); actives 0.15% (n = 480,000); AID 1347041; in the data active = activity change below about -30%; inconclusive = mostly about -25% to -30%;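 also: plate controls were DMSO wells for no effect and wells without enzyme for full effect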
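Remaining NADH was detected by diaphorase (0.133 mg/mL) converting 37 µM resazurin to fluorescent resorufin, read at 0 and 20 minutes. The preceding 5-minute room-temperature reaction used 2 nM LDHA, 0.2 mM sodium pyruvate and 0.06 mM NADH at pH 7.4.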
* = called active by the depositor; ? = inconclusive; . = not tested or not shown; & = joins results of further samples; [ ] = remark or other dose. Unless noted, calls follow the shape of the dose curve; as a rule, active = well fitted curve in the direction sought with a large enough effect; inconclusive = small, poorly fitted or top-dose-only effect, or another doubt; inactive = no such curve, though single readings can be large; an effect the other way counts as inactive or inconclusive. Not all compounds are listed; count on the stated rates, not on these rows.

Results follow in this order: APEX1 inh	ERG Ets-DNA blk	Pol kappa inh	RGS4 inhibitor	ALOX12 inh	POLB inh	POLH inh	Anesthetic bind	LDHA block
COC(=O)c1ccc(N2Cc3ccccc3/C2=N\C(=O)Nc2ccccc2)cc1
 : -6%	4%	0%	-5%	12%	55%	-21%	6%	-4
CCc1ccc(C(C(=O)NC2CCCC2)N(C(=O)c2csnn2)C2CC2)cc1 (centres undefined)
 : 44%	-6%	-23%	-31%	4%	?	-19%	-1%	-3
CN(C)c1ccc(C(=O)N(Cc2ccccc2)Cc2ccccc2)cc1
 : 19%	11%	7%	-17%	-37%	7%	-13%	-7%	2
CCOC(=O)c1cc(-c2ccccc2)n(CCC(=O)Nc2cc(OCC)ccc2OCC)c1C
 : .	-1%	-13%[60.1 µM]	12%	-16%	10%	-5%	84%[activator]	3
Cc1ccc(-n2c(SCC(=O)c3c(N)n(C)c(=O)n(C)c3=O)nc3sc4c(c3c2=O)CCCC4)c(C)c1
 : 12%	6%	-3%	-25%	1%	0%	-12%	-13%	-2
COc1ccc(CSc2nc3ccncc3n2CC(=O)Nc2cc(C)cc(C)c2)cc1
 : .	-2%	-15%	-4%	-29%	-21%	1%	4%	-14
C=CS(=O)c1sc(Cl)c(N2CCOCC2)c1[N+](=O)[O-] (centres undefined)
 : -3%	-10%	-17%	?	?	-12%	?	-21%	-6
CCc1ccc(NC(=O)COC(=O)CN2C(=O)COc3ccccc32)cc1
 : ?	1%	1%	-18%	-9%	9%	-3%	-12%	-6
CC(C)N(C(=O)[C@H]1C[C@H](CC(=O)NCC23CC4CC(CC(C4)C2)C3)C(=O)N2CCc3c([nH]c4cc(-c5ccco5)ccc34)[C@]12C)C(C)C
 : -23%	10%	-4%	-24%	-79%	.	-22%	.	3
O=C(CSc1nnc(CNC(=O)c2ccc(F)cc2)o1)NCc1ccc(F)cc1
 : 31%	7%	-1%	1%	-2%	-8%	-9%	-1%	-1
COc1ccc2sc(-c3ccc(S(C)(=O)=O)cc3)c(-c3ccc(SC)cc3)c2c1
 : 4%	12%	-8%	13%	-3%	.	-14%	.	-4
CC(=O)c1cccc(NC(=O)c2c(-c3c(F)cccc3Cl)noc2C)c1
 : 30%	6%	-18%	18%	114%[activator]	.	-20%	.	-2
CCOC(=O)CSc1ccc(C(=O)Nc2ccc(Cl)cc2)cn1
 : 0%	-8%	0%	13%	-10%	3%	-8%	-6%	-13
COc1ccc(-n2nnc3c(SCC(=O)NCC4CCCO4)ncnc32)cc1 (centres undefined)
 : -2%	8%	-18%	-35%	226%[activator]	4%	?	-14%	-3
Nc1nnc(SCC(=O)NCC(=O)Nc2ccc(F)c(F)c2F)s1
 : 28%	2%	11%	-9%	168%[activator]	.	-17%	.	1
COc1ccc(C(=O)Nc2ccc(N3CCN(c4ccccc4)CC3)c(C(=O)O)c2)cc1
 : .	2%	5%[60.1 µM]	1%	-25%	-1%	-1%	-8%	0
Cc1ccc(C(=O)Nc2ccc(Oc3cccc(C(F)(F)F)c3)nc2)cc1
 : 0%	0%	-4%	16%	143%[activator]	37%	-6%	-5%	-11
CCC1(C)N=C(N)Nc2nc3cc(C)c(C)cc3n21 (centres undefined)
 : -3%	3%	-4%	14%	0%	1%	-8%	6%	0
COC(=O)c1cc(S(=O)(=O)N2CCN(c3ccc(OC)cc3)CC2)c[nH]1
 : .	-2%	-10%	-6%	-16%	-1%	-13%	-6%	0
O=C(OCc1cc(=O)n2nc(-c3cccs3)sc2n1)c1cccc(F)c1
 : .	-10%	-3%	-18%	-13%	18µM*	?	0%	1
CCOC(=O)c1cnc2nc(C(F)(F)F)[nH]n2c1=O
 : 13%	-1%	0%	-7%	?	11%	-9%	-9%	-6
Cc1nn(C(C)CC(=O)O)c(C)c1Br (centres undefined)
 : 14%	1%	-6%	15%	8%[57.4 µM]	17%	-9%	-9%	-12
CNC(=O)NC(=O)CSc1nnc(-c2ccc(F)cc2)n1CC1CCCO1 (centres undefined)
 : -1%	4%	-1%	-34%	-2%	13%	2%	-2%	-12
c1cncc(-c2nc3cc4ccccc4cc3[nH]2)c1
 : -5%	.	-22%	-11%	12%	-14%	-23%	5%	1
C=CCc1cccc(/C=N/c2ncccc2O)c1O
 : -5%	.	-4%	-30%	?	11%	-5%	-8%	23
O=C(c1ccco1)N1CCN(S(=O)(=O)c2ccc(F)cc2)CC1
 : 0%	6%	1%	-13%	-15%	-21%	2%	7%	5
CCN(CC)C(=O)[C@H]1C[C@H](CC(=O)NC/C=C(\C)CCC=C(C)C)C(=O)N2CCc3c([nH]c4cc(CCC(=O)N(C)C)ccc34)[C@]12C
 : -16%	-2%	-4%	14%	.	.	-19%	.	0
O=C(NNC(=S)NCc1ccccc1)c1ccc2c(c1)OCO2
 : 1%	5%	-10%	-5%	8%	49%	-10%	-9%	-1
Cc1cc(C(F)F)nn1CC(=O)NCc1ccc(Cl)cc1Cl
 : 18%	4%	-4%	?	0%	15%	-2%	-16%	-6
C=CCOc1cccc(C2/C(=C(/O)c3ccccc3)C(=O)C(=O)N2CCN2CCOCC2)c1 (centres undefined)
 : 6%	-7%	-4%	10%	-5%	12%	9%	-11%	-1
CCn1c(-c2cc(-c3cccc(OC)c3)nc3ccccc23)n[nH]c1=S
 : 14%	-1%	-9%	-43%	?	-15%	-14%	-17%	-5
O=C(COc1ccc([N+](=O)[O-])cc1)Nc1ccc(N2CCN(C(=O)c3ccco3)CC2)cc1
 : 0%	10%	1%	-33%	1%	7%	-12%	-6%	2
Cc1n[nH]c(C)c1CCN(C)Cc1cn(C)nc1-c1ccccc1F
 : 14%	-5%	-8%	27%	6%	-1%	5%	2%	-3
Cc1ccccc1-c1nc2sc3c(c2c(=O)n1N)CCCC3
 : -1%	1%	2%	16%[11.4 µM]	-7%	-3%	-12%	?	-3
Cc1cc(N/N=C/c2c(O)ccc3ccccc23)nc(-c2ccccc2O)n1
 : -8%	21%	3%	14%	3%	9%	-6%	3%	5
Cc1ccc(C=NNc2nc3c([nH]2)c(=O)n(C)c(=O)n3C)cc1
 : .	-4%	-3%	-1%	-2%	.	7%	.	-4
CCCCc1c(O)nc(SCC(=O)N2CCOCC2)n(-c2ccccc2OC)c1=O
 : 64%[activator]	13%	5%	-9%	31%[activator]	2%	-11%	4%	-8
Cc1sc2nc(-c3ccccc3)oc(=O)c2c1C
 : -5%	-5%	-1%	-25%	-5%	-1%	-12%	0%	-4
C=CCn1c(SCC(=O)c2c(N)n(C)c(=O)n(C)c2=O)nnc1-c1ccoc1C
 : 0%	-6%	-1%	26%	-13%	.	11%	.	-10
Cc1ccc(-n2nc3c(=O)n(CCCC(=O)NCc4ccc(F)cc4)nc(C)c3c2C)cc1
 : 39%[activator]	2%&-10%	12%&-6%	-1%&16%	-4%&-8%	0%&1%	-6%&-16%	-18%&1%	-2&-3
CCCNC(=O)CN1C(=O)NC(Cc2c[nH]c3ccccc23)C1=O (centres undefined)
 : 0%	-7%	2%	-12%	34%[activator]	6%	10%	-4%	-11
O=S(=O)(Nc1cccc(-c2ccc(N3CCOCC3)nn2)c1)c1cc(Cl)ccc1Cl
 : -1%	3%	-4%	0%	-8%	.	-22%	.	-2
Cc1coc2cc3oc(=O)c(CCC(=O)NC4CC4)c(C)c3cc12
 : 10%	2%	14%	-12%	11%	22%	-4%	-9%	2
O=c1oc2c(CN3CCN(CCO)CC3)c(O)ccc2cc1-c1ccccc1
 : .	-1%	-11%[60.1 µM]	-6%	-5%	-8%	-5%	.	-12
C1=Nc2c(NCc3ccccc3)ncnc2Oc2ccccc21
 : 0%	-3%	-1%	-7%	-10%	13%	-9%	1%	-5
CC(C)C(NC(=O)C1CCCCC1)C(=O)NC1CCCC(C)C1C (centres undefined)
 : 7%	-18%	-11%	12%	.	-14%	8%	1%	-4
Cc1sc2ncnc(SCc3ccco3)c2c1C
 : 0%	-2%	-1%	-19%	-3%	2%	-3%	-12%	-1
COc1ccc(Cl)cc1S(=O)(=O)Nc1ncn[nH]1
 : 12%	6%	8%	?	5%	41%	-15%	9%	3
Fc1ccc(-n2nnnc2-c2cnc(-c3cccs3)nc2C(F)(F)F)cc1
 : 9%	-1%	-5%	-37%	4%	16%	-22%	-20%	6
CN(CCOc1ccccc1)C(=O)CNC(=O)c1ccc(C(C)(C)C)cc1
 : 5%	-3%	-13%	0%	6%	.	-14%	.	-2
COc1cc(NC(=O)c2ccc(NC3=NC4CS(=O)(=O)CC4S3)cc2)cc(OC)c1OC (centres undefined)
 : 7%	11%	18%	-10%	10%	-19%	-4%	2%	0
CC(C)c1ccc(C(CC(=O)O)N2Cc3ccccc3C2=O)cc1 (centres undefined)
 : -5%	7%	-11%	8%	19%	49%	0%	-10%	-6
CCOc1ccc(-n2c(SCC(=O)NCc3ccco3)nc3c(c2=O)SCC3)cc1
 : -3%	-3%	-22%	18%	7%	3%	-5%	5%	-8

From PubChem BioAssay
